# ATXN viability: Viability Counterscreen for Primary qHTS for Inhibitors of ATXN expression. S2 cells (HEK-293 line with an ATXN2-luciferase reporter) viability, CellTiter-Fluor protease fluorescence, 24 h. Potency, µM (doses to about 56.7 µM), most hits filed as cytotoxic. actives 0.49% (n = 400,000). AID 651635, 2014; also: potency is read from the fitted curve at half-maximal effect; nearly all actives have a fitted effect of over 40% in size
# ATXN2 expr inh: Primary qHTS for Inhibitors of ATXN expression; HEK-293 ATXN2-luciferase reporter, luminescence, 24 h; Potency, µM (titrated, usually from 57 µM), inactives show at the highest dose activity change, negative = inhibition, usual class: inhibitors; actives 0.72% (n = 360,000); also: potency is read from the fitted curve at half-maximal effect; % is scaled to controls: 0 for no effect and ±100 for the full control effect; nearly all actives have a fitted effect of over 55% in size
#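 ATXN2-luciferase reporter cells (luciferase flanked by upstream and downstream ATXN2 gene portions) were treated 24 h at 37 °C with compounds at up to 57 uM. SteadyGlo luminescence gave expression; GF-AFC fluorescence gave viability.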
# HT1080-NT tox: qHTS for induction of synthetic lethality in tumor cells producing 2HG: qHTS for the HT-1080-NT fibrosarcoma cell line. Potency, µM (top dose mostly 46.1 µM), inactives show at the top dose activity, negative = less viability, usual class: cytotoxic. HT-1080-NT fibrosarcoma viability, CellTiter-Glo ATP luminescence, 48 h. actives 1.6% (n = 360,000). AID 686970, 2013;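 also: NT is the 2HG producing partner of a matched IDH1 knockdown line; potency is read from the fitted curve at half-maximal effect; 0% = DMSO-treated cells and -100% = media-only wells without cells; nearly all actives have a fitted effect of over 55% in size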
#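 Luminescent CellTiter-Glo readout after 48 hours of compound exposure at 37 degrees C defined viability of HT-1080-NT cells. Activity was normalized to DMSO wells and cell-free media wells; concentration-response curves were fitted and assigned curve classes.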
# MCF10A rerep: A quantitative high throughput screen for small molecules that induce DNA re-replication in MCF 10a normal breast cells | actives 2.9% (n = 350,000) | Potency, µM (top dose mostly 46.1 µM), for inactives: at the top dose activity, positive = re-replication, usual class: activators | AID 624296, 2012 | MCF 10A DNA re-replication, Hoechst nuclear intensity, 48 h; also: potency is read from the fitted curve at half-maximal effect; % of control where 0% means no effect; nearly all actives have a fitted effect of over 50% in size
# KB-3-1 tox: qHTS assay for MDR1-selective chemotherapeutics: Primary screen using the parental adenocarcinoma cell KB-3-1 | KB-3-1 viability, CellTiter-Glo ATP luminescence, 72 h | Potency, µM (series often up to 46.1 µM), for the others: at the highest dose activity change, negative = cytotoxic, most hits filed as cytotoxic | actives 1.4% (n = 400,000); also: potency is read from the fitted curve at half-maximal effect; % is scaled to controls: 0 for no effect and ±100 for the full control effect; nearly all actives have a fitted effect of over 60% in size
#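 Multi-concentration cytotoxicity screen in KB-3-1 cells grown in DMEM lacking phenol red with 10% FBS. After 72 h at 37 °C with compound, ATP-dependent luminescence was recorded.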
# KB-V1 cytotox: qHTS assay for MDR1-selective chemotherapeutics: Primary screen using the drug-selected MDR subline cells KB-V1; KB-V1 MDR cells viability, CellTiter-Glo, 72 h; Potency, µM (highest dose often 46.1 µM), for the others: at the highest dose activity change, negative = cytotoxicity, actives largely listed as cytotoxic; actives 3.4% (n = 400,000); AID 1347076, 2019; also: potency is read from the fitted curve at half-maximal effect; % is scaled to controls: 0 for no effect and ±100 for the full control effect; nearly all actives have a fitted effect of over 60% in size
#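 KB-V1 cells (P-gp-expressing MDR subline of KB-3-1) in phenol-red-free DMEM with 10% FBS were exposed to library compounds over a concentration series for 72 h at 37 degrees C. Viability read by CellTiter-Glo luminescence; concentration-effect curves fitted after normalization.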
# HT1080 IDH1KD tx: qHTS for induction of synthetic lethality in tumor cells producing 2HG: qHTS for the HT-1080-IDH1KD cell line; HT-1080 IDH1 knockdown viability, ATP luminescence, 48 h; Potency, µM (series often up to 46.1 µM), for inactives: at the top dose activity, negative = toxicity, hits mostly cytotoxic; actives 2% (n = 360,000); AID 686971, 2013;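 also: potency is read from the fitted curve at half-maximal effect; 0% = DMSO wells and -100% = cell-free medium wells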
#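 In this qHTS, HT-1080 cells depleted of IDH1 are exposed for 48 h at 37 °C to compound titrations. Toxicity is scored from CellTiter-Glo luminescence, with DMSO as full viability and medium alone as none.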
# SW480 rereplic: A quantitative high throughput screen for small molecules that induce DNA re-replication in SW480 colon adenocarcinoma cells; Potency, µM (series often up to 46.1 µM), without a hit: at the highest dose re-replication activation, actives largely listed as activators; actives 1.8% (n = 340,000); SW480 DNA re-replication, Hoechst DNA content imaging, 48 h; AID 624297, 2012; also: potency is read from the fitted curve at half-maximal effect; % of control where 0% means no effect; nearly all actives have a fitted effect of over 55% in size
#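 First, 250 cells per well were seeded. Next, compound or vehicle (23 nL) was pinned in, plates sat 48 hr at 37 C. Finally Hoechst was added for 40 min before fluorescence scanning.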
# IL-1B inflam inh: qHTS for Inhibitors of Inflammasome Signaling: IL-1-beta AlphaLISA Primary Screen; AID 743279, 2014; actives 4.7% (n = 360,000); THP-1 LPS/ATP IL-1B secretion, AlphaLISA, 16 h; hits give low values; activity change, % at 57.5 µM; in the data active = activity change below about -50%; inconclusive = mostly about -30% to -49%; also: % is scaled to controls: 0 for no effect and ±100 for the full control effect
#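 THP-1 cells pretreated 1 hr with compounds (up to 57.5 uM final), then stimulated with LPS (250 ng/mL final) plus ATP (1.25 mM final); secreted IL-1B measured by AlphaLISA after 16 hr, decreased signal indicating inhibition.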
# Starred values were filed as active, the others as inactive; i = inactive; ? = inconclusive; . = not tested or not shown; [ ] = dose if it differs, or a comment. Unless noted, calls follow the shape of the dose curve; as a rule, active = well fitted curve in the direction sought with a large enough effect; inconclusive = small, poorly fitted or top-dose-only effect, or another doubt; inactive = no such curve, though single readings can be large; an effect the other way counts as inactive or inconclusive.
SMILES,ATXN viability,ATXN2 expr inh,HT1080-NT tox,MCF10A rerep,KB-3-1 tox,KB-V1 cytotox,HT1080 IDH1KD tx,SW480 rereplic,IL-1B inflam inh
COc1ccc(CCNC(=O)C(=O)N/N=C/c2cccs2)cc1OC,i,-16%,-22%,-5%,5%,0%,-13%,1%,-7
Nc1nc(SCC(=O)Nc2ccc(OCc3ccccc3)cc2)n[nH]1,i,.,8%,-4%,1%,0%,2%,-6%,0
Cc1ccc2cc(C)c(N3CCC(C)CC3)nc2c1,i,6%,?,?,8%,18%,?,-1%,5
Cc1ccc(-c2nn3c(C)nnc3c3ccccc23)cc1S(=O)(=O)NCC(C)O (centres undefined),?,14%,.,.,-22%,0%,.,.,.
O=C(O)CC(CC(=O)Nc1ccccc1C(=O)O)c1ccccc1 (centres undefined),i,29%,5%,-3%,1%,1%,-1%,-4%,-3
O=C(CSc1n[nH]c(-c2ccccc2O)n1)N1CCCc2ccccc21,i,-17%,?,?,?,?,16µM*,?,36
COc1cccc(CNCCN2CCOCC2)c1OC,i,-4%,11%,-5%,17%,1%,11%,1%,-9
O=C(CCC(=O)N1CCN(S(=O)(=O)c2ccccc2)CC1)c1cccs1,i,0%,8%,6%,13%,-26%,2%,-1%,2
CCN1CCN(C(=O)CN2C(=O)COc3ccc(S(=O)(=O)N4CCOCC4)cc32)CC1,i,12%,-3%,13%,0%,-5%,-1%,5%,-12
COc1ccc(NC(=O)c2noc3c2CCCC3)cc1Cl,i,43%[activator],.,.,-1%,6%,.,.,.
CC(C)CN(C(=O)CC1CCCC1)c1c(N)n(Cc2ccccc2)c(=O)[nH]c1=O,i,3%,10%,-9%,5%,27%,4%,-56%[inhibitor],-3
CCOC(=O)c1[nH]c2ccccc2c1NC(=O)NC1CCCCC1,i,2%,3%,?,7%,0%,2%,?,12
Cn1c(=O)c2ncn(CC(=O)Nc3cc(C(F)(F)F)ccc3N3CCOCC3)c2n(C)c1=O,i,-9%,6%,7%,-24%,-3%,-1%,-4%,-16
Cc1cccc(N(C)C(=O)Cn2c(=O)oc3cc(S(=O)(=O)N4CCCCC4)ccc32)c1,?,2%,.,.,-2%,-1%,.,.,.
COc1ccc(CNC(=O)C2CCC(=O)N(CC3CCCCC3)C2)cc1 (centres undefined),i,25%,0%,5%,-8%,-29%,11%,14%,6
Cc1ccc(-c2nnc(SCc3nc(N)nc(Nc4ccccc4C)n3)n2N)cc1,?,4%,1%,0%,7%,9%,1%,-3%,-1
COc1ccccc1OCC(=O)Nc1cccc(-c2nc3ccccc3o2)c1,i,9%,-10%,8%,3%,7%,-9%,?,11
O=C(NC1CCCCCCC1)c1cc([N+](=O)[O-])ccc1Cl,i,.,-3%,16%,-1%,10%,0%,-5%,-19
CC1Cc2ccccc2N1C(=O)CCNS(=O)(=O)c1ccc2c(c1)CCC(=O)N2 (centres undefined),i,-1%,0%,10%,-1%,-27%,-3%,6%,1
O=C(OCC(=O)N1CCCC1)c1ccccc1C(=O)c1ccccc1,i,27%,0%,0%,29%,?,6%,-11%,-9
CNC(=S)Nc1cccc(C(=O)O)c1,?,.,-3%,1%,-5%,15%,5%,-40%[inhibitor],8
C=CCn1c(COc2ccc(Cl)cc2)nnc1SCC(=O)N/N=C/c1ccccc1,i,2%,-5%,-20%,6%,?,-28%,5%,22
C[C@H](NC(=O)OC(C)(C)C)c1nnc(SCC(=O)Nc2ccc(Br)cc2)o1,i,-1%,12%,-5%,-12%,3%,1%,-1%,7
Cc1c(-c2ccccc2)nc2ccccc2c1C(=O)Oc1ccc([N+](=O)[O-])cc1,i,8%,14%,?,0%,1%,6%,0%,-51*
O=C(CCC(=O)c1ccc(F)cc1)Nc1cccc(C(F)(F)F)c1,i,-1%,7%,0%,1%,-4%,4%,0%,12

# An excerpt from above in order of length of the SMILES, high to low:
SMILES,ATXN viability,ATXN2 expr inh,HT1080-NT tox,MCF10A rerep,KB-3-1 tox,KB-V1 cytotox,HT1080 IDH1KD tx,SW480 rereplic,IL-1B inflam inh
Cn1c(=O)c2ncn(CC(=O)Nc3cc(C(F)(F)F)ccc3N3CCOCC3)c2n(C)c1=O,i,-9%,6%,7%,-24%,-3%,-1%,-4%,-16
COc1ccc(CNC(=O)C2CCC(=O)N(CC3CCCCC3)C2)cc1 (centres undefined),i,25%,0%,5%,-8%,-29%,11%,14%,6
Nc1nc(SCC(=O)Nc2ccc(OCc3ccccc3)cc2)n[nH]1,i,.,8%,-4%,1%,0%,2%,-6%,0
O=C(NC1CCCCCCC1)c1cc([N+](=O)[O-])ccc1Cl,i,.,-3%,16%,-1%,10%,0%,-5%,-19
COc1ccc(NC(=O)c2noc3c2CCCC3)cc1Cl,i,43%[activator],.,.,-1%,6%,.,.,.
Cc1ccc2cc(C)c(N3CCC(C)CC3)nc2c1,i,6%,?,?,8%,18%,?,-1%,5

# Marked active in IL-1B inflam inh (from the list above):
molecule	IL-1B inflam inh
Cc1c(-c2ccccc2)nc2ccccc2c1C(=O)Oc1ccc([N+](=O)[O-])cc1	-51*

# New compounds follow.
SMILES,ATXN viability,ATXN2 expr inh,HT1080-NT tox,MCF10A rerep,KB-3-1 tox,KB-V1 cytotox,HT1080 IDH1KD tx,SW480 rereplic,IL-1B inflam inh
CC1(C)Oc2ccc3ccc(=O)oc3c2/C(=C/NC2CCCCC2)C1=O,i,-13%,-27%,15µM*,-1%,?,?,?,0
Cc1cc2cc(CNC(=O)c3ccc4c(c3)OCO4)ccc2n1C,i,4%,2%,-5%,-4%,1%,27%,-5%,-12
Cc1cc2nc(-c3ccc(Cl)cc3)cc(C(F)(F)F)n2n1,i,11%,.,.,-2%,-14%,.,.,.
Cc1cc(C(=O)N2CCCC(N3CCN(c4cccc(C(F)(F)F)c4)CC3)C2)n[nH]1 (centres undefined),i,-15%,-2%,15%,-13%,6%,-4%,0%,-21
COc1ccc2nc(N3CCOCC3)cc(C)c2c1,i,28%,25%,-8%,12%,8%,-1%,3%,-12
CC(C)Oc1ccc(C(=O)Nc2ncn[nH]2)cc1,i,30%,12%,?,-1%,2%,15%,0%,8
CS(=O)(=O)N1CCC(C(=O)N2CCN(c3cccc(Cl)c3)CC2)CC1,i,-1%,?,8%,-2%,?,2%,-20%,10
C/C=C/c1ccc(OCC(O)CNCCc2ccc(OC)cc2)c(OC)c1 (centres undefined),i,-16%,-12%,20%,-3%,-9%,-16%,?,?
O=C(Oc1ccccc1Cl)C1CCN(C(=O)c2ccc(F)cc2)CC1,?,0%,3%,-1%,1%,17%,-1%,-4%,5
N#CC1=C(N)NC(SCc2ccc(Br)cc2)=C(C#N)C12CCCCC2,?,0%,2%,?,0%,?,1%,2%,-10
CCn1nc(NC(=O)c2cccs2)c2cc3ccccc3nc21,.,-3%,-1%,18µM*,?,-21%,5%,15µM*,?
Cc1ccc(C(=O)N2CCCC2)cc1S(=O)(=O)N1CCCCC1,i,-16%,-8%,-1%,-2%,-29%,-1%,1%,18
O=C(CSc1nc2ccccc2s1)NC1CCCC1,i,-2%,-1%,-2%,?,23%,12%,-31%[inhibitor],13
CC(=O)Nc1ccc(S(=O)(=O)NNC(=O)c2cccc3ccccc23)cc1,i,-1%,-4%,-2%,0%,-17%,-2%,1%,-7
Cc1ccc2c(O)c(C)c(=O)[nH]c2n1,i,-11%,12%,-34%[inhibitor],1%,3%,10%,?,-9
CN1CCN(C2CC(=O)N(CCc3ccccc3)C2=O)CC1 (centres undefined),i,.,5%,5%,1%,22%,2%,-4%,0
COc1ccc(C(=O)O/N=C(\N)c2ccccn2)cc1,i,11µM*,13µM*,-7%,?,-22%,16µM*,4%,-10
CCOC(=O)C1=NN(c2ccccc2)C2(S1)SC(C(C)=O)=C(C)N2c1ccccc1 (centres undefined),i,-7%,-29%,-3%,?,?,-17%,17%,-20
COc1cccc(C(=O)Nc2cnn(C(C)C)c2)c1,i,31%[activator],0%,2%,7%,?,21%,0%,3

# Source: PubChem BioAssay
